Assay outcomes from PubChem BioAssay.
SSB-PriA inh – inhibitors of Klebsiella pneumoniae PriA binding to SSB C-terminal tail | AlphaScreen SSBct-PriA binding, biotinylated peptide | inhibition, % at 33 µM | 430,000 tested, 0.6% active | AID 1272365; in the data active means inhibition mostly above about 37%, no sharp cut-off; inactive means mostly below about 20%;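 further: plate controls were negative control peptide for no effect and reference peptide for full effect; strong numbers were not always called active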
The depositor's hits bear a star; & = joins results of further samples.

SMILES	SSB-PriA inh
O=C(OCc1cc(-c2ccc3c(c2)OCCO3)on1)c1ccc(S(=O)(=O)N2CCOCC2)cc1	-6
CN1CCN(c2nc3ccc(NC(=O)c4ccc(N(C)C)cc4)cc3s2)CC1	1
CN(C1CCCCC1)S(=O)(=O)c1ccc(C(=O)Nc2ccc(O)c(-c3nc4ccccc4s3)c2)cc1	2
O=C(O)CCCSc1ccccc1	-11&16
Fc1ccc(C=NNC(=S)Nc2cccnc2)cc1F	-24
CSc1ccc(C(=O)Nc2cc(C)nn2-c2ccccc2)cc1	-17
Cn1cc(-c2cccs2)nc1CCNS(=O)(=O)c1ccc(Cl)s1	-8
CS(=O)(=O)c1ccc(Nc2nc(CC(=O)Nc3ccc4c(c3)OCO4)cs2)cc1	13
COc1ccc(CNC(=O)Nc2cccc(-c3nc4ccccc4s3)c2)cc1OC	-8
COc1cc(C=NN2CCN(Cc3ccccc3)CC2)cc(OC)c1OC(C)=O	10
O=C(Cc1cc(=O)[nH]c(SCc2ccc(F)cc2)n1)Nc1ccc2c(c1)OCCO2	-5&-2
COc1cc(OC)cc(C(=O)NCC(c2ccsc2)N2CCCC2)c1 (stereo not drawn)	-13
CO[C@@]1(CNC(=O)c2ccc(OC(F)(F)F)cc2)CCSC1	-8
Cc1ccc(C(=O)C(C)[n+]2ccc(N(C)C)cc2)cc1 (stereo not drawn)	6
Cc1ccc(-c2csc3nc(SCC(=O)CCNc4ccccc4)n(-c4ccccc4)c(=O)c23)o1	-12
COc1cc(NS(=O)(=O)c2ccc(NC(=O)c3cc4cc([N+](=O)[O-])ccc4s3)cc2)ncn1	-11
O=C(Nc1cccc(-c2nc3ccccc3o2)c1)c1ccc(Br)o1	7
COc1cc(OC)c(OC)cc1C=NNc1ncnc2c1[nH]c1ccc(C)cc12	-5
O=C(CNC(=O)C12CC3CC(CC(C3)C1)C2)N/N=C/c1ccccn1	6
CCN(CC)c1ccc(C=Nc2sc(C)c(C)c2C#N)cc1	13
O=c1c2ccccc2c2ccccc2c(=O)n1-c1ccc2c(c1)OCO2	2
Cn1cc(S(=O)(=O)Nc2nc3ccccc3nc2NCCOc2ccc(F)cc2)cn1	1
CCCCOc1cccc(C(=O)Nc2nnc(-c3ccc(F)cc3)o2)c1	-6
O=c1[nH]c2nc(N3CCc4ccccc4C3)ncc2c(=O)n1Cc1ccccc1F	-7
Cc1ccsc1C(O)CN (stereo not drawn)	-14
CCc1cc(=O)n(CCNC(=O)c2ccc(S(N)(=O)=O)cc2)cn1	-32
O=C(Nc1nnc2n1CCS2)c1ccc(Cl)cc1Cl	6&17
O=C1CCCC2=Nc3nc(SCc4ccccc4Cl)[nH]c(=O)c3C(c3cccc(Br)c3)C12 (stereo not drawn)	-5&2
Cn1cc(S(=O)(=O)N(CCc2cccs2)C2CC2)cn1	-2
O=C(O)CC1CCCCN1S(=O)(=O)c1cccs1 (stereo not drawn)	-15
O=C(NCC(O)c1ccoc1)Nc1ccc2c(c1)OCO2 (stereo not drawn)	-13
Cc1ccccc1-c1ccc(N2CCN(C(=O)C(F)(F)F)CC2)nn1	-2
Cc1ccc([N+](=O)[O-])cc1S(=O)(=O)Nc1ccc(-c2cn3cccc(C)c3n2)cc1	-1
COC(=O)N1CCc2ccc(NC(=O)c3ccccc3Cl)cc2C1	-7
CCCC(=O)Nc1ccc(S(=O)(=O)NCCCn2ncccc2=O)cc1	-7
O=C(CNS(=O)(=O)c1ccccc1)NN=Cc1ccc(O)cc1	-12
O=C(COc1ccccc1)NN=Cc1ccc(O[C@@H]2O[C@H](CO)[C@@H](O)[C@H](O)[C@H]2O)cc1	0
CS(=O)(=O)c1ccc(Nc2nc(CC(=O)Nc3ccc(Cl)cc3)cs2)cc1	15
COc1cc(C2c3cccn3CCN2C(=O)NCc2ccccc2)cc(OC)c1OC (stereo not drawn)	30
CC(C)C(CNC(=O)Nc1cccc(F)c1)N1CCOCC1 (stereo not drawn)	-5
O=C(NC1CC1)c1ccc(CSc2nc(-c3cccc(Br)c3)cs2)o1	6
O=C(NCCc1ccsc1)C1CC1	13
O=C(Nc1ccccc1F)C1CCCN(c2ccc(-c3cccs3)nn2)C1 (stereo not drawn)	14
O=C(Cc1csc(Nc2ccc(F)cc2)n1)NCc1ccco1	5&7
CC(=NNc1ncc(Br)cn1)c1ccc([N+](=O)[O-])cc1	1
CN1CCN(c2cc(OCCNS(=O)(=O)c3cccc(Cl)c3Cl)ncn2)CC1	-8
Cc1cccc(NC=CC(=O)c2cccs2)c1C	-24
Cc1cc(NC(=O)C(=O)NCCCN2CCN(c3ccccc3)CC2)no1	-11&-10
COc1ccc(N2CCN(c3oc(COc4ccc(C)cc4)nc3C#N)CC2)cc1	89
COc1ccc(Cl)cc1NC(=O)CSc1ncc(CO)n1CC(=O)NC(C)C	-10
Cc1ccc(N2C[C@@H](c3nc(C4CC4)no3)CC2=O)cc1C	-9
CC1CCC(=NNc2ccccc2)C(=O)N1 (stereo not drawn)	-12
O=C(NCc1nccc(N2CCOCC2)n1)c1ccccn1	-9
Cc1ccsc1/C=N\NC(=O)CNC(=O)c1cccc2ccccc12	7
COc1ccc(NC(=O)NC[C@H](OCCO)c2ccc(C)cc2)cc1	-14
O=S(=O)(c1cccs1)N1CC(c2nc(-c3ccco3)no2)C1	4
O=C(c1cccc(-n2cccn2)c1)N1CCCC(Cc2nc(C3CC3)no2)C1 (stereo not drawn)	-6
Cc1cc(C)n(-c2nc3c(c(=O)n2CC(=O)Nc2cc(C(F)(F)F)ccc2Cl)CCC3)n1	-17
COC(=O)c1ccc(/C=C2\SC(=S)N(CCCC(=O)Nc3cccc(O)c3)C2=O)cc1	18
CC[C@H](C)NC(=O)C(=O)NCCOC	-4
New compounds follow:
SMILES	SSB-PriA inh
Cc1noc(C2CN(Cc3ccc4c(c3)CCO4)C2)n1	-14
O=C1CCS(=O)(=O)N1c1ccc(S(=O)(=O)NCCc2cccs2)cc1	-5
COc1ccc(CC(=O)N2CCc3cnc(N4CCOCC4)nc3C2)cc1OC	-14
O=C(c1csc(-c2ccccc2)n1)N(CCc1cccs1)C1CCOCC1	-18
CCCCN1C[C@@H](c2nc3ccccc3n2CCOc2ccc(Cl)cc2)CC1=O	-18
O=C(Cn1nc(-c2cccs2)ccc1=O)NCc1ccccc1Cl	-9
O=C(CNC(=O)c1ccncc1)NN=Cc1ccccc1[N+](=O)[O-]	-6
COC1(CNC(=O)Cc2c(F)cccc2Cl)CCSC1 (stereo not drawn)	-6
Cc1cccc2sc(NC(=O)C(=O)NCc3ccccn3)nc12	-4
Cc1[nH]c2ccccc2c1C=NNC(=O)CNc1ccc2c(c1)OCO2	22
CCn1c(C)nc2cc(C(=O)NNC(=O)NC3CCCCC3)ccc21	-22
O=C1CCCC2=C1C(c1ccc(Cl)cc1)n1c(sc(=Cc3ccc4ccncc4c3)c1=O)=N2 (stereo not drawn)	-4
CCOc1ccc(-c2noc(CS(=O)(=O)c3ccc(OC)c(Cl)c3)n2)cc1	-4
COc1ccc(C(=O)Nc2ccc(S(C)(=O)=O)cc2)cc1	-8
Cc1ccccc1-n1c(=S)sc2c(=O)[nH]c(SCC(=O)NCc3ccco3)nc21	-3
COc1cc(OC)cc(C(=O)N2CCN(c3nccn3-c3cccc(Cl)c3)CC2)c1	40*
COc1ccc(OC)c(COCC(O)CN2CCN(Cc3ccc4c(c3)OCO4)CC2)c1 (stereo not drawn)	-7
Cc1nc(-n2cccc2)sc1C(=O)NCCn1nc(C(F)(F)F)n(C)c1=O	-22
COc1ccccc1NC(=O)Nc1nc(CC(=O)Nc2ccc(-c3nc4ccc(C)cc4s3)cc2)cs1	-11
CC(=NNC(=O)CN1CCOCC1)C(C)(C)C	-22
COc1ccccc1-c1nc(SC/C=C/c2ccccc2)c2c(=O)n(C)c(=O)n(C)c2n1	-8
Cc1cc(=O)n2c(-c3cccc(NC(=O)c4ccc5ccccc5n4)c3)csc2n1	-13
COCCN1CCC(CNS(=O)(=O)c2cc(C)c(C)cc2OC)CC1	-6&-4
Cc1ccc(-c2csc3c(=O)n(CC(=O)N4CCOc5ccc(C)cc54)cnc23)cc1	15
COc1ccc(C2=NN(C(=O)c3ccco3)C(c3ccc4nccnc4c3)C2)cc1 (stereo not drawn)	-10
CN(C)CC1CSCCCN1C(=O)NCc1ccc(F)cc1 (stereo not drawn)	19
O=[N+]([O-])c1ccc(S(=O)(=O)NN=Cc2ccco2)cc1	4
O=C(COc1cccc(C(F)(F)F)c1)N1CCN(c2cc(-c3ccccc3)ncn2)CC1	-6
COc1ccc(OC)c(S(=O)(=O)NCCCn2nc(-c3ccncc3)ccc2=O)c1	-3&0
CCOc1ccccc1NC(=O)CSc1nnc(-c2cccnc2)n1-n1cccc1	-9
Fc1ccc(Oc2nnc(-c3ccccc3)c3ccccc23)cc1Cl	-6&1
O=C(CCSc1nc2scc(-c3ccco3)c2c(=O)n1-c1ccccc1)Nc1nc(-c2ccccc2)ns1	-6&-1
Cc1ccc(C=Nn2c(-c3ccncc3)n[nH]c2=S)o1	-7
CCC(OCC(O)CN1CCN(c2cccc(Cl)c2)CC1)c1ccccc1 (stereo not drawn)	-3&5
CC(C)S(=O)(=O)c1ccc(CC(=O)Nc2ccc(-n3nnn(C)c3=O)cc2)cc1	1
CC(/C=C/c1ccc(O)cc1)=NO	0
COc1cccc(CNC(=O)c2sccc2S(=O)(=O)N2CCN(c3cc(C)ccc3C)CC2)c1	-7
O=C(Cc1csc(NC(=O)NC2CCCCC2)n1)Nc1ccc(OC(F)(F)F)cc1	-16
CC(=O)N1CCc2c(sc(NC(=O)c3ccc(Cl)cc3Cl)c2C#N)C1	-18
c1nc(Sc2ccc3c(c2)OCCO3)c2c3c(sc2n1)CCCC3	-1
CCN(CC)CCN(C(=O)c1ccc(OC)c(OC)c1)c1nc2ccc(F)cc2s1	2
CC(=O)NCC(=O)NC1CCC(Oc2cnccn2)CC1 (stereo not drawn)	-10
Cc1ccc(Cl)cc1N1CCN(CC(O)COc2ccccc2[N+](=O)[O-])CC1 (stereo not drawn)	-9
CCOC(=O)N1CCN(C(=O)c2cn(-c3ccc(C)c(C)c3)nn2)CC1	-12
O=S(=O)(Cc1ccc(F)cc1)N1CCN(CC(O)C2CC2)CC1 (stereo not drawn)	-8
Clc1ccc(Cl)c2sc(N3CCc4ccccc4C3)nc12	-15
CCC(=O)Nc1nc(-c2ccc(I)cc2)cs1	4
N#Cc1cccc2c1-c1ccccc1C2=NNC(N)=O	2
COc1ccc(-c2cc3nn(CC(=O)Nc4ccc(F)c(Cl)c4)c(=O)n3c(C)n2)cc1	-9
COc1ccc(Cl)cc1C(=O)N1CCN(c2ncnc3c2nnn3-c2ccccc2)CC1	-1
COC(CNS(=O)(=O)Cc1noc2ccccc12)c1ccc(Cl)s1 (stereo not drawn)	-9
Cc1ccccc1-n1c(SCC(=O)NN=C/C=C/c2ccccc2[N+](=O)[O-])nc2ccccc2c1=O	-3
Cn1nc(-c2ccc(F)cc2)cc1C(=O)NCCn1cnc2ccsc2c1=O	2
Nc1ccc(C2CC(=O)NC(=O)N2)cc1 (stereo not drawn)	-4
Cc1nc2c(sc3cccc(F)c32)c(=O)n1CC(=O)Nc1ccc2c(c1)OCO2	-13
CCOC(=O)/C=c1\sc(=C(C#N)C(N)=O)n(-c2ccccc2)c1=O	0
C[C@H]1CN(C)CCN1CC1CCN(C(=O)CCc2ccccc2)CC1	-10
CC(C)(C)C(=O)NCc1cncc(-c2cccs2)c1	-18
COc1nn(C)cc1C(=O)NCCn1ccc(-c2ccsc2)n1	-11
CN1CCCc2cc(C(CNS(=O)(=O)c3cc(F)ccc3F)N3CCOCC3)ccc21 (stereo not drawn)	13
Continuation.
SMILES	SSB-PriA inh
CC(=NOCc1ccc(C#N)cc1)c1cc2ccccc2o1	-14
O=C(COc1ccc(Oc2ccccc2)cc1)Oc1ccc(Br)cc1	-16
Cn1ccc(C(=O)Nc2ccc(F)cc2F)n1	-7
C=C(C)C1CCC(C)=C1CC(C)(C)C=Nn1cnnc1 (stereo not drawn)	-7

Not all compounds are listed; rates above refer to the full screens.
